# dFosB act = enhances mouse delta FosB homodimer DNA binding. P13346. purified delta FosB, TAMRA-CDK5 oligo fluorescence polarization; percent of positive-control signal above neutral wells. activation, % at 25 µM. 0.99% of 340,000 active. AID 493131;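 active means mean activation above about 17%, with every replicate also reaching it, limit read from the data, passing the limit was not always enough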;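 further: fluorescence polarization rise as delta FosB binds a TAMRA Cdk5 AP-1 oligo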
# SUMO Mot1 rescue = inhibitors of SUMOylation pathway: yeast Mot1-301 growth rescue | S. cerevisiae Mot1-301 growth rescue, ATP luminescence, 38.5C; percent above DMSO median, 100 means doubled | growth rescue, % at 18.8 µM | 1% of 320,000 active | AID 2716;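 active means every valid replicate shows activation above 250% relative to neutral control wells; inactive means the rest, any valid replicate at or below 250%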;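 further: OY570 slx delta 5 strain wells were the positive control but not used for scaling; some compounds called inactive have numbers as strong as hits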
# Arrestin-AP2 inh = blocks beta-arrestin peptide binding to AP2 adaptin | 0.31% of 340,000 active | AID 504490 | FITC-arrestin peptide / GST-AP2 beads, flow cytometry; AP2 beta2 appendage carries R879A mutation | inhibition, % at 10 µM;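 active means inhibition above a set limit, near 3 SD of compounds lacking own fluorescence, cut at about 54% in these data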;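 further: plate controls were DMSO wells for no effect and 5 µM unlabelled arrestin peptide for full effect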
#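 System: GST-AP2 R879A glutathione beads; medium: PBS, Tween 20 0.05%, BSA 0.1%; reagent: fluorescein-tagged arrestin peptide at 50 nM final; schedule: pre-incubation 12 min, peptide binding 1 h, room temperature; detection: flow cytometry, FL1 (488/535 nm); read-out: inhibition as reduced fluorescein signal on beads, percent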
# PKA-R2B activ = PKA-R2B complex activation; activation, % at 11.4 µM; AID 504700; PKA-R2B holoenzyme dissociation, Cy5-IP20 fluorescence polarization; R2B truncated from residue 108, S112A mutant; 0% DMSO only, 100% 113 µM cGMP; 0.079% of 340,000 active; P22694+P31323;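 active means activation above a cutoff set at the mean over all compounds plus 3 SD, cut at about 18% in these data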;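 further: higher means more holoenzyme dissociation and a rise in polarization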
# Target sequence (P31323 whole entry, looked up, other chains not shown, the tested form may be a part): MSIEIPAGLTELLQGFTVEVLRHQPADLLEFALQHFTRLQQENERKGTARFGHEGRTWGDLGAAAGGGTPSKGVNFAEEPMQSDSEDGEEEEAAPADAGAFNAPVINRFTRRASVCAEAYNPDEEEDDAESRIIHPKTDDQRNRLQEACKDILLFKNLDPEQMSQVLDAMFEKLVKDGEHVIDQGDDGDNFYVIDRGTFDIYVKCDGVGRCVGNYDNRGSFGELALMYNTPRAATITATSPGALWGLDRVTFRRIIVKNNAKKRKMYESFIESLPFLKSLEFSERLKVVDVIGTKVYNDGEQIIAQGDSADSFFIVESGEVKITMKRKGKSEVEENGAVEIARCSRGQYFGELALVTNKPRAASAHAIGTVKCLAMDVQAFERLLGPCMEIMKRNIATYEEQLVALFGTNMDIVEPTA
# SR-BI HDL uptake = inhibitors of mouse SR-BI mediated HDL lipid uptake; Q61009; ldlA[mSR-BI] CHO cells, DiI-HDL uptake fluorescence, 3 h; inhibition, % at 12.5 µM; 0.96% of 320,000 active; AID 488896;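 active means mean replicate inhibition of at least 70% and a set share of replicates each scoring 70 or more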;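 further: 0% = median of neutral control wells and 100% = median of positive control wells; values of inactives mirror those of a sister screen read the other way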
# MITF act = activators of MITF-driven TRPM1 promoter activity in SK-MEL-5 cells; SK-MEL-5 TRPM1-promoter luciferase, 24 h; % of positive control, neutral wells = 0; AID 588334; activation, % at 12.5 µM; 0.75% of 300,000 active;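 active means mean activation of at least 80% with every replicate also reaching 80%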;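 further: 0% = neutral control wells and 100% = parthenolide positive control wells; values of inactives mirror those of a sister screen read the other way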
# NSD2 HMT inh = inhibitors of human histone methyltransferase NSD2; O96028; NSD2 peptide methylation, AlphaScreen, 120 min; inhibition, % at 12.5 µM; 0.54% of 310,000 active; in the data active means inhibition above about 50%
# SR-BI uptake up = activators of SR-BI mediated HDL lipid uptake; activation, % at 12.5 µM; 0.096% of 320,000 active; CHO ldlA[mSR-BI] cells, DiI-HDL uptake fluorescence, 3 h; 100 = double the neutral-control signal;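 active means mean replicate activation of at least 60% and every replicate at or above 60%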;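 further: 0% = median plate neutral-control signal and 100% = twice that signal; values of inactives mirror those of a sister screen read the other way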
#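 Material: SR-BI-overexpressing, LDLR-lacking CHO cells | Dosing: Single compound concentration, delivered by pin transfer | Probe or stimulus: Labelled HDL, 10 µg/mL | Signal: Bottom-read cell fluorescence after medium removal, ex 550/em 595 nm | Schedule: 3 h, 37 °C | Evaluation: HDL uptake via cellular fluorescence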
# CDK5 p35 inh = blocks human CDK5/p35 kinase activity; Q00535+Q15078; Recombinant CDK5/p35, ADP-Glo luminescence, 60 min; inhibition, % at 10 µM; 0.01% of 330,000 active; AID 488839;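 active means highest replicate inhibition of at least 50% and at least 75% of replicates reaching 50%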;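 further: plate controls were DMSO neutral control for no effect and GW8510 at 10 µM for full effect; many of its hits are not listed in these tables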
# Target sequence (Q00535 whole entry, looked up): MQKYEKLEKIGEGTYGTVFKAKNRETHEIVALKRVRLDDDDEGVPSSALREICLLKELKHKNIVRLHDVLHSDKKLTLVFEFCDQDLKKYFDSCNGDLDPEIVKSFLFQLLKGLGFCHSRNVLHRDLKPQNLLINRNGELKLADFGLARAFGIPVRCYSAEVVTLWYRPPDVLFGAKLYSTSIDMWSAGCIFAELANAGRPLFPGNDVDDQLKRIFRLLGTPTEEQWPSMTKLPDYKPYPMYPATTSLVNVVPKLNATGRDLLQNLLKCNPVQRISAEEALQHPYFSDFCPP
# Target sequence (Q15078 whole entry, looked up): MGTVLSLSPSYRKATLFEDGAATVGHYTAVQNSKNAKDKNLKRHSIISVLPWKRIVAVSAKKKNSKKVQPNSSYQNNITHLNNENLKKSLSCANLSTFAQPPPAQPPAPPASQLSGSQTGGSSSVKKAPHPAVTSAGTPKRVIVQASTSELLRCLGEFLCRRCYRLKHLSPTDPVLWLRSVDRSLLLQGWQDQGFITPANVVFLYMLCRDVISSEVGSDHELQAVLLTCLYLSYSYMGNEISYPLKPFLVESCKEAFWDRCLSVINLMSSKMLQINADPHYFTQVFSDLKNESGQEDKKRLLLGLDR
# Pemphigus Ab inh = blocks pemphigus antibody binding to human desmoglein-3 | DSG3-coupled beads, scFv-anti-DSG3-GFP binding, flow cytometry; stronger effect = lower value | binding (percent of control), % at 10 µM | 0.48% of 310,000 active | AID 588358;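 active means binding more than 3 SD below its plate's average and above zero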;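 further: hits lower antibody fragment binding to DSG3; some compounds called inactive have numbers as strong as hits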
# PKA-R1A activ = activators of PKA-R1A complex | PKA-R1A dissociation, Cy5-IP20 fluorescence polarization; scaled: DMSO 0%, 113 µM cGMP 100% | activation, % at 11.4 µM | 0.083% of 340,000 active;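 active means percent activation above the mean of all tested compounds plus 3 SD, cut at about 19% in these data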;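 further: higher means more PKAc released from R1A so a rise in polarization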
# * marks the source's active call; other numbers are inactive results; . = not tested or not shown; & = joins results of further samples. Rows were taken by chance; overall some 4.7% were active at least once.
# Values run as follows: dFosB act, SUMO Mot1 rescue, Arrestin-AP2 inh, PKA-R2B activ, SR-BI HDL uptake, MITF act, NSD2 HMT inh, SR-BI uptake up, CDK5 p35 inh, Pemphigus Ab inh, PKA-R1A activ
Cc1cccc(C(=O)NCCNC(=O)c2ccccn2)c1
→ -10, 276, 4, 3, ., -11, 1, ., -0.6, 90, -16
Cc1c(N(C)C(=O)c2ccco2)c(=O)n(-c2ccccc2)n1C
→ 6, 64, 23, 5, 20, 2, 0, -20, 1.7, ., 6
COC(=O)c1c(NC(=O)c2nn(C)cc2Cl)sc2c1CCCC2
→ -7, 97, -9, -7, 47, 27, -2, -47, -3.0, 104, 2
CCC1(CC)N=C(c2ccccc2)C(=S)N1
→ -6, -8, -4, -5, ., -2, -2, ., -0.1, 102, -12
Nc1ccc(N(CCO)CCO)cc1
→ -16, -11, -12, -68, -15, -2, 117*, 15, 0.1, 94, -64
CCO[C@H]1OC(C(=O)N2CCN(Cc3ccc4c(c3)OCO4)CC2)=C[C@@H](c2ccc(Br)cc2)[C@@H]1CCCO
→ 1, 26, 21, -3, -1, -6, ., 1, -0.5, 100, 3
N/C(=N\NC(=O)c1ccccc1)c1cc2ccccc2oc1=O
→ 2, -10, 0, -10, -7, -2, 2, 7, 3.8, 110, -4
Cc1ccc(NC(=O)Nc2cccs2)c(Cl)c1
→ 1, 1, 21, -11, 13, 47, 8, -13, 0.2, 102, -13
CCCN1C(=O)C2(OCCO2)c2cc(Cl)ccc21
→ -7, -8, 6, 8, -13, ., -1, 13, -0.6, 97, -7
CCOC(=O)c1sc(NC(=O)c2ccc(S(=O)(=O)N3CCCCCC3)cc2)nc1-c1ccccc1
→ -6, -15, -4, -11, 31, 0, 1, -31, 0.8, 103, -1
COc1ccc(CN2C(=O)CC(Cc3ccc(C)cc3)C2=O)cc1OC (configuration not stated)
→ -1, 11, 17, 3, 29, 4, -1, -29, 0.1, 97, -15
Cc1ccccc1NC(=O)COc1coc(CN2CCCc3ccccc32)cc1=O
→ -12, 3, 9, -4, -8, -19, -1, 8, 1.2, 142, -1
N=c1cc(C2(O)CCCCC2)n2c(nc3ccccc32)s1
→ -5, -15, 19, -6, 15, ., -2, -15, 0.5, 102, -2
COc1ccc(CCNC2CCc3ccccc3C2)cc1 (configuration not stated)
→ 4, -11, 16, 1, 8, ., 37, -8, -2.0, 106, 5
COc1ccc(N(CC(=O)Nc2cc(C)ccc2C)S(=O)(=O)c2c(C)nn(C)c2C)cc1
→ -7, 17, 1, -11, -24, ., ., 24, 2.8, 97, -12

# Reformatted with each value named: two of the compounds above.
Nc1ccc(N(CCO)CCO)cc1
  dFosB act: -16; SUMO Mot1 rescue: -11; Arrestin-AP2 inh: -12; PKA-R2B activ: -68; SR-BI HDL uptake: -15; MITF act: -2; NSD2 HMT inh: 117*; SR-BI uptake up: 15; CDK5 p35 inh: 0.1; Pemphigus Ab inh: 94; PKA-R1A activ: -64
N/C(=N\NC(=O)c1ccccc1)c1cc2ccccc2oc1=O
  dFosB act: 2; SUMO Mot1 rescue: -10; Arrestin-AP2 inh: 0; PKA-R2B activ: -10; SR-BI HDL uptake: -7; MITF act: -2; NSD2 HMT inh: 2; SR-BI uptake up: 7; CDK5 p35 inh: 3.8; Pemphigus Ab inh: 110; PKA-R1A activ: -4

# Continuation:
# Values run as follows: dFosB act, SUMO Mot1 rescue, Arrestin-AP2 inh, PKA-R2B activ, SR-BI HDL uptake, MITF act, NSD2 HMT inh, SR-BI uptake up, CDK5 p35 inh, Pemphigus Ab inh, PKA-R1A activ
O=C(Cn1nnc(-c2ccccc2)n1)NNC(=O)c1ccc(Br)cc1
→ 36*, 4, -3, -13, -22, 3, 11, 22, 2.1, 99, -11
O=C(c1ccc(F)cc1)N1CCOCC1
→ 0, 1, ., 10, -11, 4, -1, 11, -1.9, 104, 0
O=C(CCC(=O)c1ccc(Oc2ccccc2)cc1)Nc1cccc(Cl)c1
→ 26*, -13, -3, -22, -4, 1, 0, 4, -1.2, 97, 1
CC(=O)N1c2ccccc2NC2=C(C(=O)CCC2)C1c1ccc(F)cc1 (configuration not stated)
→ -12, 344, 8, 9, -42, 4, -4, 42, -0.2, 99, 1
Cc1ccc(OCCC(=O)O)cc1
→ -3, -10, -3, -13, -5, 1, -1, 5, -0.1, 103, -3
COc1ccc(/C=C/C(O)=C(\C#N)c2nnc(N3CCOCC3)n2-c2ccccc2)cc1OC
→ -9, -22, 3, -8, 75*, 3, ., -75, 1.3, 113, 5
CN(c1ccccc1)S(=O)(=O)c1cccc(NC(=O)CSc2ncc(C(F)(F)F)cc2Cl)c1
→ 2, 40, -7, -3, 1, 4, 0, -1, 0.3, 107, -13
Cc1cc(C)cc(NC(=O)C2CCCN2S(=O)(=O)c2ccc3c(c2)C(C)(C)C(=O)N3C)c1 (configuration not stated)
→ -5, 357, 7, 2, 37, -4, ., -37, 1.1, 111, -4
O=C1CCc2cc(S(=O)(=O)NC3CCCCC3)cc3c2N1CC3
→ -15, -10, 2, -17, 28, -2, -1, -28, 2.0, 96, -16
COC(=O)Oc1cncc(C(=O)O)c1
→ 2, 70, 9, -11, -32, -5, 4, 32, 1.3, 98, -2
Cc1ccc(S(=O)(=O)N2CCN(C(=O)Cc3ccsc3)CC2)c(C)c1
→ -9, -3, 7, 13, 2, 7, 0, -2, 0.8, 101, -2
CC1=C(C(=O)Nc2ccccc2)C(c2cccnc2)n2nc(-c3cccnc3)nc2N1 (configuration not stated)
→ -3, 0, 2, 2, -9, -6, 3, 9, 1.1, 100, 4
CNC(=O)c1ccsc1NC(=O)CS(=O)(=O)c1ccccc1
→ 3, -5, -22, 4, -14, -1, -1, 14, 0.1, 101, 4
O=C(N/N=C1/CCSC1)c1cccc([N+](=O)[O-])c1
→ -2, -3, -2, 5, 14, -10, -2, -14, 3.0, 99, -5
CCN(C(=O)Cn1cnc2c1c(=O)n(C)c(=O)n2C)C1CCS(=O)(=O)C1 (configuration not stated)
→ 1, 2, 4, 8, -6, 6, 0, 6, -2.1, 99, 7

# Continuation.
Structure	dFosB act	SUMO Mot1 rescue	Arrestin-AP2 inh	PKA-R2B activ	SR-BI HDL uptake	MITF act	NSD2 HMT inh	SR-BI uptake up	CDK5 p35 inh	Pemphigus Ab inh	PKA-R1A activ
CC(NC(=O)C(=S)N1CCN(C)CC1)c1ccccc1 (configuration not stated)	-7	-3	-10	-10	-7	-20	1	7	1.0	101	-11
COc1ccccc1N1CC(C)(C)C(=O)N(C(=O)c2c(F)cccc2Cl)C1=S	-10	65	-12	-9	19	2	-4	-19	0.2	107	6
O=S(=O)(c1ccccc1)N1CCSC1c1ccco1 (configuration not stated)	3	.	8	-1	-12	-13	3	12	2.4	112	-4
CC(=O)Nc1ccccc1C(=O)C(=O)Nc1cccc(C(=O)N2CC(C)CC(C)C2)c1 (configuration not stated)	-6	-7	-19	-11	22	-10	2	-22	1.3	104	3
Cc1ccc(C(=O)Nc2cc(C(C)C)c(O)c(C(C)C)c2)cc1	-10	-9	12	-6	26	-13	-2	-26	-0.6	130	-16
Cc1ccc(OC(=O)CCC(=O)N2CCc3ccccc32)cc1	-2	9	8	-7	-33	-8	-3	33	-2.3	101	1
COc1cc(SC)ccc1C(=O)NCc1ccc(C)cc1	-8	167	18	-1	-16	24	-5	16	2.3	107	-2
CC(=O)C1=C(O)C(=O)N(c2ccc(C)cc2)C1c1ccc([N+](=O)[O-])cc1 (configuration not stated)	-1	8	0	-5	4	5	2	-4	1.0	108	-7
CC1CCCCC1NC(=O)Cn1nnc2ccccc2c1=O (configuration not stated)	-3	48	6	-2	10	21	-4	-10	0.6	.	6
Cc1ccc(/C=N/Nc2ccc(Cl)c(C(=O)O)c2)s1	2	-9	4	-5	-15	-12	5	15	2.3	104	-16
O=C1CNC(=O)/C1=C/c1ccc(O)cc1	-1	.	6	7	-13	8	5	13	1.7	104	-6
O=C(Cc1ccc2c(c1)OCCO2)N1CCN(S(=O)(=O)c2cccc(C(F)(F)F)c2)CC1	-7	197	-1	9	-23	1	33	23	0.1	95	-6

# (further entries)
Structure	dFosB act	SUMO Mot1 rescue	Arrestin-AP2 inh	PKA-R2B activ	SR-BI HDL uptake	MITF act	NSD2 HMT inh	SR-BI uptake up	CDK5 p35 inh	Pemphigus Ab inh	PKA-R1A activ
O=C(CNC(=O)c1ccc(Br)o1)Nc1cccc(S(=O)(=O)N2CCOCC2)c1	-4	5	7	0	6	-15	-3	-6	-1.7	108	-7
CCCCCCc1cc2cc(S(=O)(=O)c3ccc(F)c(Cl)c3)c(=O)oc2cc1O	-2	.	-5	0	11	-20	1	-11	0.7	110	-9
CN(CC(=O)Nc1ccccc1C(F)(F)F)C(=O)Cn1c(=O)oc2ccccc21	6	299	39	-10	-27	13	-3	27	1.2	107	6
Cc1nn(CC(=O)N2CCc3ccccc3C2)c(C)c1Cl	-6	3	-2	-3	-9	5	2	9	-4.0	108	2
Cc1ccc(C(=O)OCC(=O)NCc2ccc3c(c2)OCO3)cc1S(=O)(=O)N1CCOCC1	-8	10	-10	5	16	-15	5	-16	0.8	.	7
O=C(CSc1ncc(-c2ccccc2)n1CC1CCCO1)N1CCCCC1 (configuration not stated)	-16	-19	-2	5	-9	.	0	9	-1.8	103	6
CC(=O)CC(c1ccccc1)c1c(O)c2ccccc2oc1=O (configuration not stated)	-2&-1&4	-13&-17&1	-8&-4&0	-6&6&7	6&-14&2	-5&12&7	.	-6&14&-2	0.7&-1.0&-1.8	113	5&-15&-1
N#Cc1ccccc1OCC(=O)OCC(=O)NCc1ccc2c(c1)OCO2	-3	-2	55*	3	-27	-1	-4	.	-1.0	110	2
COc1cc(Cl)c(S(=O)(=O)N2CCOCC2)cc1Cl	-5	-18	-4	2	29	.	8	-29	-0.3	106	0
